Compound activity from PubChem BioAssay.
APOBEC3A inh: inhibitors of human APOBEC3A DNA deaminase; P31941; AID 493011; recombinant A3A, FAM/TAMRA ssDNA deamination fluorescence; inhibition, % at 20 µM; 330,000 tested, 0.41% active;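 active = at least 40% inhibition at 20 µM here, with at most 30% in a related deaminase screen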;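 note: plate controls were A3A with DMSO for no effect and wells lacking A3A enzyme for full effect; some results filed as inactive read as strong as hits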
Target sequence (P31941 whole entry, looked up): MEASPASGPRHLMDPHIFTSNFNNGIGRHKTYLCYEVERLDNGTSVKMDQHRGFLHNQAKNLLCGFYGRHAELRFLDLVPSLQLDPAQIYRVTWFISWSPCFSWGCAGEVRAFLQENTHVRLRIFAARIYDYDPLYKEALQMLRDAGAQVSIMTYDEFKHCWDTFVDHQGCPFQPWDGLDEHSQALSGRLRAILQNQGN
hIAP act: increases human intestinal alkaline phosphatase activity | 330,000 tested, 0.16% active | activation factor at 10 µM | purified human IAP, CDP-Star luminescence, 30 min; active compounds read high; 1 = vehicle-only enzyme, 0 = enzyme-free background | P09923;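 active = activation factor of the enzyme at least 2-fold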; note: the source names both 10 and 20 µM as test concentration; values of inactives mirror those of a sister screen read the other way
mIAP activ: increases mouse intestinal alkaline phosphatase activity | muIAP, CDP-Star luminescence, 30 min; active compounds read high; 1 = vehicle-only enzyme signal, 0 = enzyme-free wells | activation factor at 10 µM | 330,000 tested, 0.24% active | AID 2805;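 active = activation factor of at least 2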; note: the source names both 10 and 20 µM as test concentration; values of inactives mirror those of a sister screen read the other way
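System: mouse IAP enzyme. Reagent: CDP-Star chemiluminescent phosphatase substrate. Benchmarks: DMSO wells, no-enzyme wells. Times: 30 min enzyme-substrate-compound incubation at room temperature. Detection: luminescence from enzymatic CDP-Star hydrolysis. Doses: test compounds delivered from DMSO solution.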
hIAP inh: human IAP inhibition; P09923; purified IAP, CDP-Star luminescence, 30 min; inhibition, % at 10 µM; 330,000 tested, 0.12% active; AID 2544;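 active = inhibition reaching a set limit with compound at 10 µM in the primary screen, cut at about 35% in these data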;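 note: plate controls were DMSO wells with enzyme for no effect and no-enzyme buffer wells for full effect; values of inactives mirror those of a sister screen read the other way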
PfGluPho inh: PfG6PD (Plasmodium falciparum) enzyme inhibition; 350,000 tested, 0.78% active; PfGluPho enzyme, NADPH resazurin-diaphorase fluorescence; inhibition, % at 20 µM; AID 504690;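 active = inhibition reaching at least a set limit at 20 µM in the primary screen, cut at about 59% in these data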;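 note: 0% = DMSO wells with substrate and 100% = DMSO wells lacking glucose-6-phosphate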
mIAP block: blocks mouse intestinal alkaline phosphatase. inhibition, % at 10 µM. purified mouse IAP, CDP-Star luminescence, 30 min. 330,000 tested, 0.2% active. AID 2806;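 active = inhibition of at least 40% at 10 µM in the primary screen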;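 note: plate controls were DMSO with enzyme for no effect and no enzyme wells for full effect; values of inactives mirror those of a sister screen read the other way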
HKDC1 inh: HKDC1 (human) hexokinase inhibition; inhibition, % at 20 µM; recombinant HKDC1, G6PDH/diaphorase resazurin coupled fluorescence; AID 493160; Q2TB90; 340,000 tested, 0.16% active;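 active = inhibition above about 35% when tested at 20 µM, limit read from the data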;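 note: plate controls were DMSO wells with enzyme for no effect and DMSO wells lacking enzyme for full effect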
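Assay system – recombinant HKDC1 (HK5) hexokinase enzyme, produced in-house · Input – HKDC1 at 5 µg/mL · Reagent – glucose plus 1 mM ATP as hexokinase substrates · Timing – 90 min reaction incubation at room temperature, dark · Measured by – G6PDH/diaphorase-coupled fluorescence, 1 mM NADP, 100 µM resazurin, 525/613 nm · Benchmarks – DMSO-enzyme wells negative, buffer-substituted wells positive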
ATG4B inh: blocks human ATG4B protease cleavage of LC3 substrate. ATG4B cleavage of LC3-PLA2, NBD-HPC fluorescence, 1 h. Q9Y4P1. 340,000 tested, 0.51% active. inhibition, % at 8.33 µM; in the data active = inhibition above about 40%
Target sequence (Q9Y4P1 whole entry, looked up): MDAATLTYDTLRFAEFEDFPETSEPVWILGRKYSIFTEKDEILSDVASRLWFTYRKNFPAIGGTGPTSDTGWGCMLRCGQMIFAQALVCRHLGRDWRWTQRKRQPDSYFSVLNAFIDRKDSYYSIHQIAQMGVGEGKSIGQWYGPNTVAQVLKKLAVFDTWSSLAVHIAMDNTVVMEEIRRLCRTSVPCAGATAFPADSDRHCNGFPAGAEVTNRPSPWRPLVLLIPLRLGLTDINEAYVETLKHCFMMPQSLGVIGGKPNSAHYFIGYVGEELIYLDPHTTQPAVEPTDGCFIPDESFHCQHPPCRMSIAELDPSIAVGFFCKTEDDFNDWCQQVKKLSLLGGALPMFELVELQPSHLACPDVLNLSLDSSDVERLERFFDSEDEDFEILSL
Starred values were filed as active, the others as inactive; · = no result given; & = joins results of further samples.

SMILES	APOBEC3A inh	hIAP act	mIAP activ	hIAP inh	PfGluPho inh	mIAP block	HKDC1 inh	ATG4B inh
Cc1ccc(S(=O)(=O)N2CCC(C(N)=O)CC2)cc1[N+](=O)[O-]	-4	0.98	0.99	2	12	1	-3	-3
Cc1ccc(CC(=O)N2CCC(c3nc4c(nnn4Cc4ccccc4)c(=O)[nH]3)CC2)cc1	0	0.86	1	14	-10	-5	-3	-6
COc1ccccc1CNC(=O)COC(=O)c1ccc(C)s1	1	0.92	0.98	8	16	2	-4	0
Cc1cc(C)c2cc(C(O)c3nnnn3Cc3ccccc3)c(=O)[nH]c2c1 (configuration not stated)	-1	1.2	0.93	-18	21	7	-2	3
COc1ccc(-c2cc(C(=O)N3CCc4ccccc4C3)no2)cc1	6	0.9	0.91	10	5	9	-9	11
CN1CCN(S(=O)(=O)c2ccc(N3CCN(c4ccccc4O)CC3)c([N+](=O)[O-])c2)CC1	9	0.86	1	14	14	-1	10	-5
CCOC(=O)CSc1snnc1C	-1	1.1	0.95	-5	-6	5	9	5
CCC(C)NC(=S)N1CCN(C)CC1 (configuration not stated)	-3	1.1	1	-6	-7	-2	-4	5
COCCSc1ccccc1C(=O)Nc1ccccc1C#N	2	0.89	1	11	13	-1	-4	-12
NNC(=O)c1nnn(-c2nonc2N)c1-c1cccs1	-1	1.2	0.97	-17	2	3	-1	-1
CCCCCOC(=O)Cn1c(N2CCOCC2)nc2c1c(=O)[nH]c(=O)n2C	-4	0.96	1	4	-25	0	-4	-9
O=C(OCC(=O)N1CCCCC1)c1ccc2ccccc2n1	-2	1.1	1.1	-14	-4	-6	-5	2
Cc1ccc(-c2cccc(-c3cc(=O)oc4ccc(C(C)(C)C)cc34)c2)cc1	8	·	0.92	·	7	-2	2	1
Cc1cc(-c2csc(N)n2)c(C)n1Cc1ccco1	0	0.91	0.49	9	21	51*	-9	4
COc1ccc2nc(N3CCCC(C(=O)NCCc4ccc(OC)c(OC)c4)C3)sc2c1 (configuration not stated)	-3	0.92	0.99	8	0	0	3	-6
CCOc1ccc(/C(O)=C2\C(=O)C(=O)N(CCOCCO)C2c2ccccc2OC)cc1 (configuration not stated)	0	0.91	0.95	9	-25	5	10	-5
COc1ccc(C2Nc3ccccc3C(=O)N2NC(C)=O)c(OC)c1 (configuration not stated)	0	0.83	1	17	-16	0	1	8
O=C1CCCc2c1cnc1ncnn21	-1	0.96	0.95	4	-8	5	-9	-6
COC(=O)c1sc(SC)nc1N	-2	1	0.97	-4	2	3	-4	-2
COc1cccc(C2(C)NC(=O)N(CC(=O)c3cc(C)n(C4CC4)c3C)C2=O)c1 (configuration not stated)	1	0.94	1	6	-10	-2	1	-7
Cc1ccc(-c2cc(Cc3ccccc3)c(=O)[nH]n2)cc1	-1	0.98	0.95	2	0	5	3	-9
Clc1nc2ccccc2cc1-c1nnn(-c2ccccc2Br)n1	-3	0.92	0.85	8	12	15	0	21
Nc1ccc2c(c1)CCC2=O	0	0.91	0.81	9	3	19	-7	-3
Cc1ccc(S(=O)(=O)N2CC(O)CC2C(=O)OCC(=O)Nc2ccc([N+](=O)[O-])cc2C(F)(F)F)cc1C (configuration not stated)	6	1	1.1	-4	18	-7	1	-3
Fc1ccc(-c2n[nH]c(=S)n2/N=C/c2c[nH]c3ccccc23)cc1	-3	1.3	1.2	-28	30	-16	-6	0

Going on with the list.
SMILES	APOBEC3A inh	hIAP act	mIAP activ	hIAP inh	PfGluPho inh	mIAP block	HKDC1 inh	ATG4B inh
Cn1c2ccccc2c(=O)c2c(O)cccc21	-4	0.98	0.94	2	1	6	-2	2
Cc1ccc(-n2c(O)c(/C=C3/C(c4ccccc4)=Nc4ccccc43)c(=O)[nH]c2=O)cc1	4	1	0.87	-1	0	13	10	5
Cc1ccc(SCc2ccc(C(=O)N3CCCC3)cc2)cc1	-1	1.1	1.1	-12	6	-10	-4	-1
O=C(COc1ccccc1)Nc1ccc(S(=O)(=O)N2CCOCC2)cc1	1	1.1	0.97	-13	-7	3	-6	8
O=C(c1ccc(S(=O)(=O)N2CCOCC2)cc1)N1CCN=C1SCc1cccnc1	0	0.94	1	6	-15	-1	-3	3
Cc1cc(C)cc(NC2=NCC(=O)N2Cc2ccccc2)c1	1	0.95	0.99	5	19	1	5	1
CC(C)NC(=O)NC(=O)COc1c(F)c(F)cc(F)c1F	-1	1	0.94	-3	-27	6	-6	-4
COc1ccc2nc3oc(C(=O)NCCCOC(C)C)cc3cc2c1	5	1	1	-2	7	-3	1	-5
Cc1ccc(-c2cn3c(=O)cc(C)[nH]c3n2)cc1	-4	0.93	1.1	7	-6	-11	0	-13
COc1cccc(NC(=O)COC(=O)C2C3CC4OC(=O)C2C4C3)c1 (configuration not stated)	0	0.84	1.1	16	10	-6	-6	-1
CN1C(=O)C(O)(C2CCCCCC2=O)c2ccccc21 (configuration not stated)	1	1	0.98	-4	-18	2	1	3
O=C(Nc1ccc(S(=O)(=O)N2CCOCC2)cc1)C1CCN(S(=O)(=O)c2ccc(F)cc2)CC1	3	1.1	1.3	-7	6	-31	-1	2
CC(=O)OC1c2c(ccc3ccc(=O)oc23)OC(C)(C)C1OC(=O)CC(C)C (configuration not stated)	-2	0.86	1	14	-8	-1	1	3
O=C(NNS(=O)(=O)c1ccc(F)cc1)c1ccc(S(=O)(=O)N2CCCCC2)cc1	5	1.2	0.78	-23	-19	22	-11	6
CC(C)(C)n1nnnc1C(c1cccs1)N(Cc1ccccc1)Cc1ccco1 (configuration not stated)	0	0.84	0.98	16	0	2	2	-2
CCC(C)N(C(=O)CSc1ncnc2c1cnn2-c1ccccc1)C1CCS(=O)(=O)C1 (configuration not stated)	0	1	0.97	-2	11	3	-4	-13
NS(=O)(=O)c1ccc(NS(=O)(=O)c2ccc(C3CNC(=O)C3)cc2)cc1 (configuration not stated)	3	1.1	1	-7	-5	-3	-4	-1
COc1cc(C2C(C#N)=C(N)Oc3c2oc(CO)cc3=O)cc(OC)c1OC (configuration not stated)	1	0.91	1.1	9	-6	-5	-1	-11
Cc1ccc(C(=O)NC2CC(C)(C)NC(C)(C)C2)c(C)c1	-9	1.1	0.94	-8	0	6	-8	-9
CCOC(=O)N/N=C(\C)c1cccs1	0	1.1	1	-9	-5	-4	-9	-13
O=C(CCc1nnc(CCCCc2ccccc2)o1)NCCn1cccn1	-3	0.94	0.9	6	22	10	-11	-5
Clc1cccc(CSc2nccn2-c2ccccc2)c1	-3	0.95	1	5	43	-4	2	23
COc1ccccc1C(=O)NCCNC(=O)c1ccco1	0	1.2	1	-24	4	-2	1	-5
O=C(c1ccc([N+](=O)[O-])cc1)N1CCCC1	-2	1.1	1.1	-6	-8	-14	-8	3
CCc1nnc(NS(=O)(=O)c2ccc(NC(=O)c3ccco3)cc2)s1	3	0.89	1	11	-13	-1	0	-3

Continuation:
SMILES	APOBEC3A inh	hIAP act	mIAP activ	hIAP inh	PfGluPho inh	mIAP block	HKDC1 inh	ATG4B inh
Cc1ccc(C(=O)Nc2cccc(S(=O)(=O)N3CCCCC3)c2)cc1[N+](=O)[O-]	6	1.1	1	-14	17	-3	3	3
COC(=O)c1ccc(OC(=O)c2cnccn2)cc1	-1	0.91	0.98	9	-14	2	-3	1
CCOC(=O)N1CCN(C(=O)CSc2nc3c([nH]c4ccccc43)c(=O)n2CC)CC1	0	0.85	0.96	15	-9	4	1	-2
c1ccc(Oc2cccc(OCCCCSc3ncccn3)c2)cc1	-1	0.91	0.95	9	6	5	5	10
CN(Cc1ccccc1)c1nc2c(c(=O)[nH]c(=O)n2C)n1C	3	0.99	0.88	1	11	12	-6	-13
CCOC(=O)Cc1cc(C)[nH]c1C(=O)OCC	-2	0.99	0.96	1	-10	4	0	-2
C=C(C)CNC(=S)N/N=C\c1ccc2c(c1)OCO2	-1	0.98	0.94	2	-4	6	-1	-7
O=C(NCCCO)C(=O)NCc1ccncc1	4	1.1	1.1	-10	14	-8	-8	10
Cc1ccc(C)c(OCC(=O)NNC(=O)c2ccc(=O)[nH]c2)c1	-5	1.2	0.89	-17	-5	12	-4	-12
Cc1nc(N2CCN(S(=O)(=O)c3cccc4nonc34)CC2)c2c3c(sc2n1)CCCC3	-4	1	1	-1	0	-3	-2	10
COC(=O)c1cc(S(=O)(=O)NCC2CCN(Cc3cc(C)ccc3C)CC2)cn1C	-5	1	1.1	-2	7	-8	-8	-10
Cc1cc(N)n(-c2nc3ccccc3s2)n1	6	0.97	1.1	3	15	-8	-11	0
O=C(COc1ccc(-n2cnnn2)cc1)N1CCN(c2ccc(F)cc2)CC1	-3	1.1	1	-8	-16	0	1	-14
OC(COc1cccc(OCC(O)CN2CCOCC2)c1)CN1CCOCC1 (configuration not stated)	-3&-2	0.81&1.1	1.1&1	20&-12	-10&-3	-5&-1	-1&-2	0&-12
COc1ccccc1-c1nc(SCC(=O)N2CCC(C(N)=O)CC2)n[nH]1	1	1	1.1	-2	-20	-6	1	0
C=CCNc1nc(-c2ccccn2)nnc1-c1ccccc1	-2	1	0.99	-4	0	1	0	-3
N#Cc1nc(-c2ccccc2Cl)oc1NCC1CCCO1 (configuration not stated)	1	0.96	1.1	4	-2	-9	-3	-4
C=CCn1c(COc2ccc(F)cc2)nnc1SC(C)C(=O)NCC1CCCO1 (configuration not stated)	-2	1.1	1	-6	8	-1	-7	-8
C=CCn1c(C)cc(-c2csc(NCC)n2)c1C	-4	1.2	0.9	-18	1	10	3	1
O=C(O)C1=C[C@H](c2ccc(C(F)(F)F)cc2)C[C@H](OCCCCO)O1	-1	0.95	1.1	5	-6	-6	5	-1
CNC(=O)c1cc2ncc(C(F)(F)F)cc2s1	-3	0.93	0.99	7	-4	1	-7	-11
Cn1c(N)c(C(=O)COC(=O)/C=C/c2ccccc2Cl)c(=O)n(C)c1=O	3	1.2	0.91	-18	19	9	3	-13
COc1ccc2oc(C(=O)OCC(=O)c3ccc4c(c3)OCCO4)c(C)c2c1	-1	0.94	0.96	6	-8	4	2	-8
CCOC(=O)N1CCN(C(=O)c2ccc3c(c2)NC(=O)/C(=C\c2cccc(C)c2)S3)CC1	-1	1	0.9	-2	-4	10	1	-16
CCOCCCNC(=O)c1ccc(CS(=O)(=O)Cc2ccc(C)cc2)o1	0	0.86	0.98	14	-21	2	8	0
CSCCC(NS(=O)(=O)c1ccccc1F)C(=O)NCC(c1ccco1)N(C)C (configuration not stated)	-6	0.88	0.98	12	3	2	-6	-4
COc1cc(S(=O)(=O)N2CCCC3(CCCCC3)C2)ccc1-n1cnnn1	-8	0.95	1	5	-12	-2	-5	5
CC(=O)N1CCC(=NNc2ncc(C(F)(F)F)cc2Cl)CC1	1	0.93	1	7	13	-2	-4	3
Cc1cccnc1NC(=O)c1c(O)c2ccccc2n(C)c1=O	6	1	1.1	-3	26	-7	-3	10

Three records picked at random from those above, as already listed:
SMILES	APOBEC3A inh	hIAP act	mIAP activ	hIAP inh	PfGluPho inh	mIAP block	HKDC1 inh	ATG4B inh
COCCSc1ccccc1C(=O)Nc1ccccc1C#N	2	0.89	1	11	13	-1	-4	-12
CCOc1ccc(/C(O)=C2\C(=O)C(=O)N(CCOCCO)C2c2ccccc2OC)cc1 (configuration not stated)	0	0.91	0.95	9	-25	5	10	-5
CCOCCCNC(=O)c1ccc(CS(=O)(=O)Cc2ccc(C)cc2)o1	0	0.86	0.98	14	-21	2	8	0

Random draw from the library. Share with any hit: about 2.4%.
